CSN deneddyl inh: blocks human CSN-mediated cullin deneddylation; Purified CSN, SCF-Nedd8-OG deneddylation, fluorescence polarization; Q92905; hit rate 0.38% among 360,000; inhibition, % at 12.5 µM; AID 651999;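 active = pattern-corrected inhibition above about 35%, with an unprinted fluorescence ratio check between 0.5 and 1.5, limit read from the data, passing the limit was not always enough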;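 note: 0% = enzyme with substrate and 100% = substrate without enzyme; some results filed as inactive read as strong as hits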
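Assay system: Purified human Csn5 enzyme expressed in HEK293T cells | Amount: Enzyme 0.24 nM | Measured by: Fluorescence polarization readout | Medium: Tris/NaCl/DTT buffer, pH 7.5 | Compound dosing: One concentration, 12.5 µM, 0.25% DMSO | Times: 90 min incubation of compound, enzyme and substrate at room temperature | Control set: no-enzyme wells high, enzyme-with-substrate wells low | Read-out: % inhibition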
Rpn11 block: blocks the human proteasome subunit Rpn11; O00487; human 26S proteasome, Ub4-pepOG fluorescence polarization; 20S core pre-blocked with epoxomicin; calls only at 20 µM; hit rate 0.59% among 360,000; AID 588493;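 active = inhibition at 20 µM, scaled to each plate's controls, above about 33%, limit read from the data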
Target sequence (O00487 whole entry, looked up): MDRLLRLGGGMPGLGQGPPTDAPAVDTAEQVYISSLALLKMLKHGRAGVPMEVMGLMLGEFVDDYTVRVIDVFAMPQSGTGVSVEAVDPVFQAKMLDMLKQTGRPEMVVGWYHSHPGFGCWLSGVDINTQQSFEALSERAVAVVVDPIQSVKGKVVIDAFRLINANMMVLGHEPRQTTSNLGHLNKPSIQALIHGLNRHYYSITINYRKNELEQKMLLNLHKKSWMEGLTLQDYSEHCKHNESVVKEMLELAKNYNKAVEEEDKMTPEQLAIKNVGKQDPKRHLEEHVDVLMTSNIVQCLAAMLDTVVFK
Neddylation inh: cullin neddylation inhibition | P61081+Q13564 | TR-FRET cullin neddylation, biochemical | calls only at 25 µM | hit rate 0.58% among 360,000 | AID 651699; in the data active = inhibition above about 36%
MLLE-PAM2 inh: blocks PAM2 peptide binding to the PABP1 MLLE domain; P11940; GST-MLLE / FITC-PAM2 fluorescence polarization; hit rate 0.36% among 360,000; inhibition, % at 20 µM; in the data active = inhibition above about 35%, passing the limit was not always enough;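 note: plate controls were DMSO wells with GST-MLLE for no effect and wells lacking GST-MLLE protein for full effect; some results filed as inactive read as strong as hits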
Target sequence (P11940 whole entry, looked up, the tested form may be a part): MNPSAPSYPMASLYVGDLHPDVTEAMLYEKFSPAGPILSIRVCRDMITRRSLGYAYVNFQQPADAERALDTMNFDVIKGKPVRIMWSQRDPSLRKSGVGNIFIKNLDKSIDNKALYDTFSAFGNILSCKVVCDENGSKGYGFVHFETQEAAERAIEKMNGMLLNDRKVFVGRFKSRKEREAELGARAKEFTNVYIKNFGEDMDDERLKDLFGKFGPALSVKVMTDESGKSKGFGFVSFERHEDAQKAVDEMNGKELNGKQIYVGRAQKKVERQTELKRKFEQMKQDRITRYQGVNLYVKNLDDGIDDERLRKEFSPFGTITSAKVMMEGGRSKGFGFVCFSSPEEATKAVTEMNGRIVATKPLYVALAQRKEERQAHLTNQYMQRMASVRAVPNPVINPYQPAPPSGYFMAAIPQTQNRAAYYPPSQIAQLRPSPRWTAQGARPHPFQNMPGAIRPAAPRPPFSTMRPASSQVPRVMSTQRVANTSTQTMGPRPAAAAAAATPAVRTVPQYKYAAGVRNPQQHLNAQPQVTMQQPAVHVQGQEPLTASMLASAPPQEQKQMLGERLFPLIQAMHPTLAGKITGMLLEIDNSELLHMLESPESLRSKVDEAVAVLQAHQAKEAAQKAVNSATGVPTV
MT1-MMP act inh: blocks activation of human MT1-MMP | AID 651647 | hit rate 0.061% among 360,000 | HT1080 RFP-PRO-GFP cells, GFP/RFP ratio fluorescence, overnight; percent of plate control window, DMSO zero | P50281 | GFP/RFP ratio change, % at 20 µM;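 active = GFP/RFP ratio change of at least 30% with cell ATP level not reduced by more than half and red fluorescence within 50% of control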; note: strong numbers were not always called active
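Test system: HT1080 cells expressing an RFP-PRO-GFP fluorescent reporter construct / Compound dosing: single-point 20 µM compound, 1% DMSO / Schedule: cells overnight before dosing, compound overnight, 37 °C, 5% CO2 / Evaluation: GFP/RFP fluorescence ratio / Control set: DMSO and RFP-L50D-GFP cell wells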
FAS TE block: inhibitors of human fatty acid synthase thioesterase domain. P49327. recombinant FAS-TE, OMFH fluorogenic substrate, fluorescence endpoint. inhibition, % at 15 µM. hit rate 0.67% among 360,000;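 active = compounds whose normalised, plate-corrected inhibition of enzyme fluorescence in the single-dose primary screen is 50% or more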;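 note: 0% = DMSO with enzyme and 100% = substrate without enzyme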
NadD inh: blocks S. aureus nicotinate mononucleotide adenylyltransferase | purified NadD enzyme, colorimetric absorbance read-out | inhibition, % at 20 µM | AID 602399 | hit rate 0.78% among 360,000; in the data active = inhibition above about 26%; note: some compounds past the cut are filed as inactive
Rin1-Abl PPI inh: blocks binding of human Rin1 to Abl. TR-FRET Rin1/Abl binding, biochemical. inhibition, % at 7.35 µM. hit rate 0.4% among 360,000. AID 588664; in the data active = inhibition above about 5%, passing the limit was not always enough
SKN-1 block: inhibitors of C. elegans SKN-1. inhibition, % at 21.8 µM. AID 624304. C. elegans VP596 Pgst-4::GFP/RFP ratio, acrylamide-induced, 24 h. hit rate 0.49% among 360,000;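 active = interference check ratio from 0.5 to 1.5 plus GFP to RFP signal ratio inhibition reaching or exceeding a fixed threshold, cut at about 30% in these data, passing the limit was not always enough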; note: some compounds called inactive have numbers as strong as hits
Active calls of the source: *; i = inactive; . = no result given. Random draw from the library; overall some 3.9% were active at least once.

SMILES | CSN deneddyl inh | Rpn11 block | Neddylation inh | MLLE-PAM2 inh | MT1-MMP act inh | FAS TE block | NadD inh | Rin1-Abl PPI inh | SKN-1 block
N/C(=N\OC(=O)c1cc(Cl)ccc1Cl)c1cccnc1 | 11 | i | i | -5 | -8 | 1 | -3 | 1 | -8
CCOC(=O)c1ccccc1NC(=S)N1CCC(N2CCCCC2)CC1 | -1 | i | i | 8 | 0 | -11 | -1 | -3 | 8
CCc1nnc(NC(=O)c2ccc(S(=O)(=O)N(CC)CC)cc2)s1 | -4 | i | i | 3 | 1 | 0 | 2 | -3 | -1
CCc1cccc2c1NC(=O)C2(O)CC(=O)c1cccs1 (configuration not stated) | -5 | i | i | -2 | -2 | 18 | -5 | 0 | 0
CCC(CC)C(=O)Nc1ccc(C)c(O)c1 | 1 | i | i | -4 | -2 | -7 | -5 | 1 | 1
NCc1oc(-c2ccccc2)cc1C(=O)O | -11 | i | i | -2 | -3 | -2 | -1 | -2 | 0
O=C(O)CCN1C(=O)c2ccc(NC(=O)Cc3ccc(Cl)cc3)cc2C1=O | -5 | i | . | -5 | 1 | -4 | -3 | -1 | 4
O=C(O)c1ccc(S(=O)(=O)N(Cc2ccccc2)C2CCCCC2)cc1 | -2 | i | i | 6 | -1 | -1 | -4 | 1 | 1
CCn1c(=O)cc(O)c2c(=O)n(C)c(=O)n(C)c21 | 0 | i | i | 6 | 5 | -8 | 9 | 3 | -10
O=C(NC1CCC(CC2CCC(NC(=O)C(Cl)Cl)CC2)CC1)C(Cl)Cl (configuration not stated) | 3 | i | i | -3 | 3 | -9 | 9 | -1 | 11
Cc1cccc(OCc2nc(-c3nonc3N)no2)c1C | 0 | i | i | 10 | 3 | 5 | -3 | -3 | -3
COc1cc(Nc2cc(C)nc3ncnn23)cc(OC)c1 | 0 | i | i | 10 | 3 | -7 | -1 | -3 | -1
Cc1cc(C)cc(N(CC(=O)Nc2c(C)n(C)n(-c3ccccc3)c2=O)S(C)(=O)=O)c1 | 1 | i | i | 1 | 2 | -8 | 1 | 2 | -8
Cc1cc(NC(=O)c2ccccc2)ccc1NC(=O)c1ccccc1Cl | -1 | i | i | -5 | -1 | -4 | -5 | -2 | -10
CCCCN1C(=O)C(=O)N(CC(=O)N2CCc3ccccc32)C1=O | 2 | i | i | -4 | -1 | -6 | 2 | 1 | -2
COc1ccc(/C=C/C(=O)Oc2ccc(/C=N\NC(=O)c3ccc(F)cc3)cc2)cc1 | 2 | i | i | 5 | -2 | 5 | 21 | 2 | 4
CCOc1ccc2nc(SCc3ccc(C(=O)OC)o3)[nH]c2c1 | 2 | i | i | -86 | 3 | -6 | -3 | 3 | 3
Cc1c(Cl)cccc1NC(=O)CNc1ccccc1F | -10 | i | i | 2 | 1 | -4 | 1 | 1 | -18
Cc1noc(C)c1C(=O)N(C)Cc1ccccc1 | 2 | i | i | -9 | 2 | -2 | -2 | -3 | -8
CC1CN(C(=O)CCC(=O)NCc2cccnc2)c2ccccc2O1 (configuration not stated) | -7 | i | i | 6 | 1 | -6 | -4 | -3 | 2
CC(C)c1ccccc1NC(=O)COC(=O)CNC(=O)c1ccc(Br)cc1 | 6 | i | i | 6 | 2 | -13 | 1 | -3 | 6
COc1ccc(Cl)cc1/C=N/NC(=O)c1c(-c2ccccc2)noc1C | -3 | i | i | -5 | -1 | 14 | -2 | 0 | 5
CCN(CC)S(=O)(=O)c1ccc(NC(=O)COC(=O)c2cnc(C)cn2)cc1 | 8 | i | i | -20 | 0 | -7 | -4 | 1 | 1
CC(=O)N/C(=N/c1nc(C)cc(C)n1)Nc1cc(C)cc(C)c1 | 4 | i | i | -20 | -2 | -2 | -4 | 0 | 8
Cc1cccc(OCC(=O)Nc2nnc(S(=O)(=O)N3CCCCCC3)s2)c1 | -3 | i | i | -32 | 0 | 0 | 4 | 2 | 7

Retrieved by structure from the entries so far:
SMILES | CSN deneddyl inh | Rpn11 block | Neddylation inh | MLLE-PAM2 inh | MT1-MMP act inh | FAS TE block | NadD inh | Rin1-Abl PPI inh | SKN-1 block
Cc1cccc(OCC(=O)Nc2nnc(S(=O)(=O)N3CCCCCC3)s2)c1 | -3 | i | i | -32 | 0 | 0 | 4 | 2 | 7
O=C(NC1CCC(CC2CCC(NC(=O)C(Cl)Cl)CC2)CC1)C(Cl)Cl (configuration not stated) | 3 | i | i | -3 | 3 | -9 | 9 | -1 | 11
N/C(=N\OC(=O)c1cc(Cl)ccc1Cl)c1cccnc1 | 11 | i | i | -5 | -8 | 1 | -3 | 1 | -8

Next section:
SMILES | CSN deneddyl inh | Rpn11 block | Neddylation inh | MLLE-PAM2 inh | MT1-MMP act inh | FAS TE block | NadD inh | Rin1-Abl PPI inh | SKN-1 block
O=C(COC(=O)c1ccc(Br)o1)Nc1cccc(S(=O)(=O)N2CCCCC2)c1 | 0 | i | i | -21 | 1 | -2 | -2 | 2 | -3
COc1ccc(-c2coc3cc4oc(=O)cc(-c5ccccc5)c4cc23)cc1F | 4 | i | i | -2 | 10 | 23 | 15 | 1 | 1
CC1(C)Cc2c(c(N3CCOCC3)nc3sc(C(=O)Nc4cccc(Cl)c4)c(N)c23)CO1 | -1 | i | i | 19 | 7 | -5 | 3 | -3 | 1
O=C(NCC1c2ccccc2CCN1C(=O)CN1CCOCC1)C1CCCCC1 (configuration not stated) | -2 | i | i | 21 | -8 | -4 | -1 | 1 | -8
O=C(NCC(c1ccco1)N1CCN(c2ccc(F)cc2)CC1)c1ccc2c(c1)OCO2 (configuration not stated) | 0 | i | i | 6 | 3 | 9 | -3 | 1 | 10
O=C(Nc1ccc(F)cc1F)C1CC(=O)N(Cc2ccccc2)C1 (configuration not stated) | 0 | i | i | -4 | 1 | -6 | 2 | 4 | -9
Cc1nn(CC(=O)NCCCN2CCC(Cc3ccccc3)CC2)c(=O)c2cc(-c3ccccc3)nn12 | 7 | i | i | -1 | -3 | 3 | 0 | -2 | 7
O=C(CSc1ncn[nH]1)NCCc1ccc(Cl)cc1 | 4 | i | i | -21 | -2 | -22 | 2 | 3 | -2
CCOC(=O)c1ccc(NC(=O)c2ccc(NC(=O)C3CCCO3)cc2)cc1 (configuration not stated) | 2 | i | i | -1 | 5 | -3 | -10 | 4 | -3
CC(C)OC(=O)CNc1n[nH]c(=S)[nH]c1=O | -6 | i | i | 18 | 4 | -3 | 2 | -1 | 1
CC1CC(C)(C)NC(=S)N1CCCC(=O)N1CCN(c2ccccc2F)CC1 (configuration not stated) | -1 | i | i | -70 | 3 | -7 | -7 | 1 | -3
CSc1nc(N)nc2c1ncn2CC(=O)NCCNc1ccc([N+](=O)[O-])cn1 | -3 | i | i | 10 | 1 | -1 | -3 | -2 | 21
CCOC(=O)C1=C(CSc2nccn2C)NC(=O)NC1c1ccc2c(c1)OCO2 (configuration not stated) | -7 | i | i | -5 | 0 | -1 | -4 | -1 | 5
Cc1ccc(/C=C2/SC(=S)N(CCC(=O)N3CCOCC3)C2=O)cc1 | 0 | i | i | 11 | 1 | -1 | -1 | 2 | 20
CC(C)n1cc(CN2CCC(n3nccc3NC(=O)CCCc3ccccc3)CC2)cn1 | -4 | i | i | 6 | -1 | -7 | -1 | 0 | 8
O=C(N=C1SC2CS(=O)(=O)CC2N1c1ccc(F)cc1)C1CC1 (configuration not stated) | 0 | i | i | 3 | -5 | -5 | 5 | -4 | -9
Cc1c(-c2ccccc2)nc2ccccc2c1C(=O)NCc1cccs1 | -4 | i | i | -2 | 3 | 9 | 4 | 2 | 6
O=C(COc1ccc(S(=O)(=O)N2CCCC2)cc1[N+](=O)[O-])N1CCCCC1 | 2 | i | i | 2 | 0 | -6 | 2 | 0 | 6
Cc1[nH][nH]c(=O)c1C(c1cc2c(cc1Br)OCO2)c1c(C)[nH][nH]c1=O | -4 | i | i | -36 | -4 | -10 | -3 | 2 | 7
Cc1ccc(N2CCN(c3ncccc3[N+](=O)[O-])CC2)c(C)c1 | -4 | i | i | -14 | 1 | 15 | -1 | 1 | -8
Clc1c(OCCCn2ccnc2)ccc2ccccc12 | 2 | i | i | 0 | 6 | -13 | -5 | -5 | 13
COc1ccc(S(=O)(=O)N(C)C)cc1NC(=O)Cc1cccs1 | 1 | i | i | -3 | 4 | -3 | -13 | 6 | 9
O=C(c1ccc(Br)cc1)c1cc([N+](=O)[O-])ccc1N1CCCCC1 | 0 | i | i | -1 | 15 | 36 | 15 | -1 | 29
COc1ccccc1C(=O)OCCc1ccccc1 | -3 | i | i | -6 | -2 | -1 | -6 | 1 | 3
O=C(NC(Cc1ccccc1)C(=O)O)/C(=C/c1ccc([N+](=O)[O-])cc1)NC(=O)c1ccc(Br)o1 (configuration not stated) | 2 | i | i | -35 | -4 | 26 | 2 | 5 | 9

The listing continues.
SMILES | CSN deneddyl inh | Rpn11 block | Neddylation inh | MLLE-PAM2 inh | MT1-MMP act inh | FAS TE block | NadD inh | Rin1-Abl PPI inh | SKN-1 block
O=C(CCCNC(=O)c1ccc(Cl)cc1)OCc1cccc(Br)c1 | 6 | i | i | -37 | 2 | 29 | -5 | 0 | -3
COc1nc(OC)nc(N2CCCCCC2)n1 | 1 | i | i | 0 | -2 | 1 | -2 | 7 | 6
CCOC(=O)[C@@H]1[C@H]2COc3cc(OC)ccc3[C@@H]2N2C(=O)N(c3ccc(OC)cc3)C(=O)[C@@]12C | 0 | i | i | 1 | -1 | -1 | -7 | 0 | 7
Cc1cccc(N2CCC(N=CN(C)C)=N2)c1 | 0 | i | i | 3 | -4 | 2 | 2 | 0 | -12
COc1ccc(CCNC(=O)CN2CCOc3ccccc32)cc1OC | -5 | i | i | 8 | 2 | -6 | -2 | -1 | 11
COc1ccc(-c2cc3nc(-c4ccccc4)cc(N4CCN(C(C)=O)CC4)n3n2)cc1 | 3 | i | . | 9 | 1 | 17 | -4 | 2 | 11
COC(=O)C(=Nc1ccccc1)/C(C(=O)C(=O)N(C)c1ccccc1)=C(\O)c1ccccc1 | 1 | i | i | -5 | -5 | -7 | 5 | -1 | 6
COc1ccc(CN2CC(=O)N(c3ccccc3C)C2=S)cc1OC | 4 | i | i | 13 | 0 | -2 | -3 | 0 | 12
Cc1ccc(N(CC(=O)NC(C)(C)C)C(=O)CCC(=O)Nc2ccccn2)c(C)c1 | -8 | i | i | -10 | -3 | -5 | -3 | -2 | -7
CCC(C)c1ccc(O)c(/C=N/O)c1 (configuration not stated) | -1 | i | i | -3 | 5 | -62 | 0 | -2 | 7
O=C(O)Cn1c(C(F)(F)F)nc2ccccc21 | 4 | i | i | 5 | 4 | -6 | 2 | -2 | 0
COc1ccc(NC(=O)COC(=O)CCCN2C(=O)c3ccccc3C2=O)cc1Cl | 3 | i | i | -1 | 4 | 8 | -6 | -4 | 3
O=c1[nH]c2ccc(S(=O)(=O)N3CCN(c4ccc(F)cc4)CC3)cc2o1 | -3 | i | i | -7 | 0 | -5 | -4 | 0 | 1
COC(=O)c1cc(Br)c(=O)n(Cc2cccnc2)c1 | -5 | i | i | 2 | 3 | -3 | 3 | 2 | -4
O=S1(=O)CCC(N=Cc2cc(Br)ccc2O)C1 (configuration not stated) | 7 | i | i | -8 | 6 | -2 | 8 | -1 | 8
COc1cc2ccc3c(CCN(C)C)cc(OC)c(OC)c3c2cc1OC | 0 | i | i | -54 | 7 | -2 | 4 | -4 | -8
CCOC(=O)CCC(NC(=O)c1ccc(Nc2nc3ccccc3nc2C(=O)OCC)cc1)C(=O)OCC (configuration not stated) | -8 | i | i | -24 | 3 | -2 | 1 | 0 | 5

Source: PubChem
